Screens as filed in PubChem.
ADAM10 inh: human ADAM10 inhibitors, primary screen, biochemical, QFRET, HTS. recombinant ADAM10, EDANS/DABCYL FRET peptide cleavage, 3 h. inhibition, % at 7 µM. actives 0.62% (n = 370,000). AID 720582, 2013;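 active means inhibition above a per-campaign cutoff equal to the mean of compounds falling between control-based bounds plus 3 SD, cut at about 20% in these data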;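 further: 0% = DMSO wells while the 100% control is not disclosed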
DAX1 inh-1: DAX1 (NR0B1) inhibitors, primary screen, cell-based, HEK293, Gal4-DAX1, luciferase luminescence; Nuclear receptor subfamily 0 group B member 1 (Homo sapiens), P51843; actives 0.99% (n = 340,000); inhibition, % at 6.75 µM; HEK293 Gal4-DAX1 luciferase reporter; AID 504766, 2011;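 active means inhibition above the mean over all tested compounds plus 3 SD, cut at about 4.2% in these data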;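 further: 0% = DAX1-transfected cells with DMSO and 100% = empty-vector control cells with DMSO; inhibition shows as a rise in luminescence from relieved DAX1 repression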
Target sequence (P51843 207-470 limits assumed): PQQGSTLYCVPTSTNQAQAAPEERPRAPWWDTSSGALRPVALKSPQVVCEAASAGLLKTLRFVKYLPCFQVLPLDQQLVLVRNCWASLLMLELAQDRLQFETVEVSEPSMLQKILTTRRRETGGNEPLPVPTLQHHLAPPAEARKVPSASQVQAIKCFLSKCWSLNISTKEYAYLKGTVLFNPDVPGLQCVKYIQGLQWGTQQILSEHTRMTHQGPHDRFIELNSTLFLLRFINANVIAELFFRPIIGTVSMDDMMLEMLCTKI
hcDAF-12 act: H. contortus DAF-12 nuclear receptor activators, primary screen, cell-based, luminescence, HEK293, lit1-tk-luc reporter | actives 1.4% (n = 370,000) | HEK293 hcDAF-12 lit1-tk-luc reporter; 0% DMSO, 100% Δ7-dafachronic acid | activation, % at 6.8 µM;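 active means activation above the mean of all tested compounds plus 3 SD, cut at about 5.5% in these data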;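 further: 100% = response to 3 µM Δ7-dafachronic acid high control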
ADAM17 inh: ADAM17 inhibitors, primary screen, biochemical, QFRET; Disintegrin and metalloproteinase domain-containing protein 17 (Homo sapiens), P78536; inhibition, % at 6.95 µM; recombinant ADAM17, EDANS/DABCYL FRET peptide cleavage; actives 0.83% (n = 370,000);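 active means inhibition above the mean of compounds lying between control limits plus 3 SD, set per campaign, cut at about 8.5% in these data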;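 further: 0% = DMSO-only wells as the low control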
Target sequence (P78536 215-824 limits assumed): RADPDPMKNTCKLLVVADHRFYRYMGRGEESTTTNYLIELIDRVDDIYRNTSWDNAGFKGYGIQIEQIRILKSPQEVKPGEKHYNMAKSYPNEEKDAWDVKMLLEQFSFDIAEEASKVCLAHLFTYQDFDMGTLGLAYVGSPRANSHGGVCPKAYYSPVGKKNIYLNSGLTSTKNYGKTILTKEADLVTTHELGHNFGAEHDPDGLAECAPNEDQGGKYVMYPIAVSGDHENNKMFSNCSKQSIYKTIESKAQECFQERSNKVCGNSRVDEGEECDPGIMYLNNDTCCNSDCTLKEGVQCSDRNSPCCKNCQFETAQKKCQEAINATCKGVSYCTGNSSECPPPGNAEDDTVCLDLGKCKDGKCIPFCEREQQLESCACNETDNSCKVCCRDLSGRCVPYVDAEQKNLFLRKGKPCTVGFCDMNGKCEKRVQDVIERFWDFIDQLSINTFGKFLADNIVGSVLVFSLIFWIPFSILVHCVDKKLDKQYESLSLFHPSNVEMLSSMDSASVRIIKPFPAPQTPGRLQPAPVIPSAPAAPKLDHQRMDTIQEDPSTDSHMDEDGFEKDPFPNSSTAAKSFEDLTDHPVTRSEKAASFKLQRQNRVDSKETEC
PG9 binder: binders of HIV-1 gp120 antibody PG9, primary screen, biochemical, TR-FRET; TR-FRET gp120-PG9 antibody binding; inhibition, % at 6.7 µM; AID 624416, 2012; actives 0.43% (n = 360,000); in the data active means inhibition above about 8.5%
GC-A act: GC-A stimulated cGMP production enhancers – HEK293 GC-A cells, cGMP TR-FRET, EC30 ANP, primary screen; 0% at EC30 ANP, 100% saturating ANP; Atrial natriuretic peptide receptor 1 (Homo sapiens), P16066; actives 0.14% (n = 370,000); activation, % at 10 µM; in the data active means activation above about 40%
SMARCA2 act: SMARCA2 (BRM) function activators, primary screen, cell-based, luminescence, high throughput; MG213 cells, MMTV-luciferase reporter, dexamethasone, overnight; activation, % at 9.1 µM; actives 1% (n = 370,000); in the data active means activation above about 7.8%;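 further: 0% = vehicle wells and 100% = reference activator wells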
ssDAF-12 act: S. stercoralis DAF-12 nuclear receptor activators, primary screen, cell-based, luminescence, HEK293, GRIP1 co-expression, lit1-tk-luc; Nuclear hormone receptor DAF-12 (Strongyloides stercoralis); activation, % at 6.8 µM; HEK293 ssDAF-12/GRIP1 lit1-tk-luc reporter; % of 3 µM dafachronic acid response; actives 1% (n = 370,000); AID 652126, 2013;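 active means activation above the mean over all tested compounds plus 3 SD, cut at about 0.9% in these data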;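 further: 0% = DMSO-only wells and 100% = 3 µM delta7-dafachronic acid wells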
GAA850 FXN act: FXN promoter activators, primary screen, cell-based, luciferase luminescence, HEK293 lucGAA850 | HEK293 lucGAA850 FXN promoter luciferase reporter, 24 h; percent of 10 µM SAHA response | activation, % at 6 µM | actives 0.56% (n = 360,000) | AID 540364, 2011;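 active means activation above the average of all compounds screened plus 3 SD, cutoff fixed separately per campaign, cut at about 7.5% in these data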;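 further: 0% = DMSO wells and 100% = 10 µM SAHA wells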
DAX1 inh-2: DAX1 (NR0B1) inhibitors on StAR promoter, primary screen, cell-based, luminescence, SF-1 (NR5A1), full-length DAX-1; HEK293T StAR-luciferase reporter, SF-1/DAX-1 repression relief; inhibition, % at 6.8 µM; actives 1.1% (n = 370,000); AID 652010, 2013;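 active means inhibition above the mean over all tested compounds plus 3 SD, cut at about 3.6% in these data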;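 further: 0% = DAX-1 cells with DMSO and 100% = cells lacking DAX-1 with DMSO; higher inhibition means more luminescence from relief of DAX-1 repression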
hgDAF-12 ag: H. glycines DAF-12 receptor agonists, primary screen, cell-based, luminescence, HEK293, GAL4 fusion, UAS-luciferase; HEK293 GAL4-hgDAF12 UAS-luciferase reporter, agonist luminescence; normalized to butyrate control; actives 1.8% (n = 370,000); activation, % at 6.8 µM;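 active means activation above a cutoff set at the mean of all screened compounds plus 3 SD, cut at about 10% in these data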;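 further: 0% = DMSO wells and 100% = sodium butyrate wells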
An asterisk follows results filed as active; i = inactive; x = not tested or not shown; & = joins results of further samples.

Values run as follows: ADAM10 inh	DAX1 inh-1	hcDAF-12 act	ADAM17 inh	PG9 binder	GC-A act	SMARCA2 act	ssDAF-12 act	GAA850 FXN act	DAX1 inh-2	hgDAF-12 ag
1	CCOC(=O)[C@]12Cc3cc(C)ccc3[C@H]1N(C(C)C)C(=O)c1ccccc12
    -2	x	2.2	0	-0.1	-11	-4	-0.9	x	4.2*	-1.1
2	CNc1cc(Cl)c2nonc2c1[N+](=O)[O-]
    -8	0.0	-1.5	-2	2.5	32	-13	-1.5	-9.8	-0.4	-6.8
3	CN1CCc2cc3c(cc2[C@H]1[C@@H]1OC(=O)c2c1ccc1c2OCO1)OCO3
    -116	1.2	0.0	-40	2.8	-1	-2	-1.6	-0.6	-0.3	-1.7
4	CC(=O)OC1CC2OC3C=C(C)CCC3(C)C1(C)C21CO1 (configuration not stated)
    -8	x	-7.0	-2	-0.8	-1	-7	-3.1	-16	-7.6	-15
5	C=CCn1c(O)c(C(C)=NCCC(c2ccccc2)c2ccccc2)c(=O)[nH]c1=O
    8	-0.4	0.2	3	-2.6	-2	-1	-1.1	3.4	0.3	-0.6
6	COc1ccc(C(c2c(O)c3ccccc3oc2=O)c2c(C)n(C)n(-c3ccccc3)c2=O)cc1 (configuration not stated)
    0	-1.1	-0.5	2	-0.9	0	0	-0.7	0.5	-0.1	0.0
7	CO[C@H]([C@H](C)/C=C/N(C)C=O)[C@@H](C)C(=O)CC[C@H](C)[C@H](O)[C@H](C)[C@H]1OC(=O)/C=C/C(C)=C/[C@H](O)[C@H](OC)C[C@@H]2C=CC[C@@H](C[C@H](OC)[C@@H](CO)[C@@H](OC)C[C@@H](OC)[C@@H]1C)O2
    5	x	-0.9	-1	x	-27	x	-1.4	x	x	-9.3
8	CCC(=O)OC(Cc1ccccc1)(c1ccccc1)C(C)CN(C)C (configuration not stated)
    -9	0.9	0.3	-9	1.8	-27	0	-0.5	0.0	0.0	3.7
9	CN1C(=O)N(C)C(=O)C(CCc2ccncc2)(CCc2ccncc2)C1=O
    -9	2.0	2.3	0	0.8	0	-3	-1.4	0.1	0.4	0.3
10	COC(=O)c1ccc(CN2CCN(Cc3ccccc3)CC2)cc1
    1	-1.1	-0.9	0	-0.2	-2	1	-1.8	-1.7	0.0	-0.6
11	Cc1cc(C(=O)N2CCC3(CC2)OCCO3)no1
    6	0.5	-2.1	-2	-0.5	2	0	-0.9	2.1	0.6	0.0
12	Cc1cnc(NC(=O)CN2CCCCC2)s1
    -2	-0.4	1.0	-6	2.6	2	-1	-0.3	0.3	-0.2	1.6
13	CC1(C)OC(c2ccccc2)=C/C(=C/C=C2C(=O)NC(=O)NC2=O)O1
    -4	2.8	-1.4	2	-7.6	-20	-1	-1.1	1.3	-1.4	-0.8
14	COc1cccc(C(c2nnnn2C(C)(C)C)N2CCC3(CC2)C(=O)NCN3c2ccccc2)c1OC (configuration not stated)
    11	x	-2.0	3	-1.9	-4	0	-1.2	x	-2.6	-3.1
15	Cc1ccccc1-n1c(-c2ccco2)nc2ccccc2c1=O
    6	-2.1	-4.2	-1	-0.1	-4	2	-0.9	0.3	-1.5	-2.2
16	Cc1c(C(=O)N2CCC3(CC2)OCCO3)oc2ccccc12
    -4	1.0	0.1	-6	-1.6	2	-1	-0.8	2.5	-0.4	-0.8
17	O=[N+]([O-])c1ccc(N(CCO)CCO)c2c1no[n+]2[O-]
    -7	-5.2	-5.1	-3	-4.5	2	15*	-2.8	-9.0	-6.2	-11
18	Cc1cc(OCC(=O)N2CCC(C(=O)NCC(C)C)CC2)c2c3c(c(=O)oc2c1)CCCC3
    -9	0.8	-1.8	-7	0.3	-6	-2	-0.9	0.2	0.1	1.5
19	C=CC1CN2CCC1CC2c1[nH]c2ccccc2c1CCO (configuration not stated)
    -1	0.9	0.8	0	-1.8	-2	-2	-1.1	0.7	0.4	-0.7
20	CN(C)C(=O)Oc1ccc2oc(=O)cc(-c3cc4ccccc4o3)c2c1
    -40	0.8	-0.7	-15	-1.2	-3	-1	-1.2	2.2	0.1	-1.6
21	O=C(CNC(=O)c1ccc(Cl)cc1)Nc1ccc(Br)cc1C(=O)c1ccccc1
    -2	-0.8	1.1	3	-2.7	-17	2	-1.1	2.1	-0.3	0.3
22	O=C1C2CCCN2C(c2cccs2)N1c1ccccn1 (configuration not stated)
    -7	1.2	2.6	-1	-0.4	4	0	-0.1	1.3	1.1	4.3
23	C=CCNC(=O)c1c(N)n(Cc2ccco2)c2nc3ccccc3nc12
    i	1.1	-1.7	i	-0.9	3	0	-1.5	9.6*	-1.4	-1.0
24	Cc1ccc(/C=C2\C(=O)NC(=O)N(CCc3ccc(F)cc3)C2=O)s1
    -1	0.2	0.0	-5	-0.5	26	2	-0.7	-0.1	0.6	-0.7
25	COc1ccc(CC2C(=O)N(c3ccccc3)C(=O)N(c3ccccc3)C2=O)c(OC)c1
    10	1.4	1.4	2	-2.5	-3	4	-0.4	3.0	0.7	8.7
26	COc1ccccc1OCC(=O)N1CCCC(N2CCN(c3ccc(F)cc3)CC2)C1 (configuration not stated)
    -6	0.5	-1.4	-5	0.1	9	-3	-1.5	1.4	-0.1	-2.6
27	Cc1ccccc1-c1nc2ccccc2c(=O)n1C
    4	-1.1	-0.4	-2	-0.9	2	0	-0.9	0.4	-0.1	-2.5
28	O=C(c1cc2c(s1)CCCC2)N1CCC2(CC1)OCCO2
    -4	0.3	1.3	-4	-0.8	4	0	-0.8	2.2	0.4	4.3
29	CC(C)n1nnnc1CN1CCN(C)CC1
    -2	-0.1	-0.2	-2	-1.8	8	1	-0.7	0.0	0.3	2.3
30	O=C(Cc1ccccc1)N1CCN(Cc2c[nH]c3ccccc23)CC1
    -9	3.5	1.9	-3	-0.1	-2	-3	-0.6	-1.1	-0.6	-2.5
31	CC(=O)N1CCN(CC(=O)Nc2ccc(C#N)c(Cl)c2)CC1
    2	2.5	-1.2	1	-2.0	0	4	-1.7	0.9	0.5	-0.5
32	O=c1c2ccccc2nc(/C=C/c2ccc(O)cc2)n1-c1ccc(O)cc1
    -37	-2.6	-2.9	-15	-1.8	1	-2	-1.6	0.7	-1.3	-1.9
33	CCn1c(O)c(C=NCCN2CCOCC2)c(=O)n(CC)c1=S
    1	1.0	-1.1	1	-2.4	-2	-3	-1.5	-2.6	-0.1	-1.9
34	C=CCn1c(O)c(C(C)=NCc2cc(OC)cc(OC)c2)c(=O)[nH]c1=O
    0	-0.7	-1.7	-3	-1.6	6	0	-1.6	-1.2	-1.8	3.4
35	COC(=O)C1=C(c2ccc(F)cc2OCc2ccccc2)C[C@@H]2CC[C@H]1N2C(=O)NCc1ccc([N+](=O)[O-])cc1
    15	1.2	-0.8	9.0*	0.6	-4	-1	-1.4	-4.2	0.1	-3.5
36	COc1ccc(-n2nnnc2C(c2cccc3ccccc23)N2CCC(n3c(=O)[nH]c4ccccc43)CC2)cc1 (configuration not stated)
    23*	x	-1.7	8	-0.9	-4	-3	-2.0	x	0.1	-1.4
37	COc1ccc(CN2C(=O)NC(=O)/C(=C/c3ccc([N+](=O)[O-])s3)C2=O)cc1
    -9	0.8	0.8	-2	-4.1	3	-1	-1.0	-0.6	0.5	-0.8
38	O=C1NC(=O)N(C2CCCCC2)C(=O)C1C1c2ccccc2C(=O)N1Cc1ccccc1 (configuration not stated)
    9	-1.1	-1.0	-6	-0.5	2	0	-0.1	-0.1	-0.8	-0.2
39	COc1cccc(NC(=O)N2CCC3(CC2)OCCO3)c1
    -6	0.9	-0.2	-4	0.2	-2	0	-0.2	2.9	1.6	3.9
40	CC(C)Oc1ccc(C2(C#N)CC[N+](C)(C)CC2)cc1
    -11	-0.1	-3.0	-6	0.8	4	0	-1.7	1.5	-0.1	-1.9
41	Cc1ccc(CN2C(=O)CN=C(c3ccccc3)c3ccccc32)cc1
    7	-0.7	-0.3	-2	-0.8	-17	-3	-2.1	0.8	-0.3	-3.8
42	COC(=O)C1=C(c2ccc(S(C)(=O)=O)cc2)C[C@@H]2CC[C@H]1N2C(=O)NCC1CC1
    4	0.1	-0.1	3	0.3	-1	0	-1.2	0.1	0.0	-0.1
43	Fc1ccc(CCNCc2ccccc2Cl)cc1
    -11	0.4	-1.4	-5	-0.1	-6	-3	0.3	-0.3	0.6	7.4
44	Cn1c(O)c(C=Nc2ccccc2-c2ccccc2)c(=O)n(C)c1=O
    -6	0.9	-1.3	1	-2.2	-7	-1	-1.7	0.3	-0.2	1.6
45	CCCC/C(=N\O)c1c[nH]c2ccccc12
    0	-0.1	2.2	-2	0.3	-3	-1	0.3	2.2	0.2	-0.8
46	CCCCCn1c(=O)c(C(=O)NCCc2ccccc2)c(O)c2ccccc21
    -9	-0.2	-0.1	-5	-1.4	1	0	-1.3	1.1	0.2	-1.2
47	CCOC(=O)c1c(C)n(COCCO)c2ccc(O)cc12
    11	0.1	0.2	-2	-2.4	0	2	-1.3	1.7	0.3	1.0
48	Cc1cccc(C2=NCC(=O)N(CC(=O)NCc3ccco3)c3sc4c(c32)CCCC4)c1
    6	-0.8	-1.7	1	-2.0	-20	-1	-1.6	-2.8	-1.0	-2.5
49	Cc1nc2ccc(Cl)cc2c(=O)n1-c1ccc([N+](=O)[O-])cc1
    6	1.5	0.3	-2	1.5	-1	-3	-0.4	-0.1	-0.7	-1.3
50	NS(=O)(=O)c1ccc(-c2ccc(C=C3C(=O)NC(=O)NC3=O)o2)cc1
    -16	1.7	-1.0	-10	0.5	-2	1	-1.2	4.6	-0.6	0.1
51	COC(=O)C1=C(c2cccc(C#N)c2)C[C@@H]2CC[C@H]1N2C(=O)NCCc1ccccc1
    -5	0.1	-2.2	0	-1.1	-2	0	-0.8	0.7	0.0	-1.8
52	C[C@H]1CCC/C=C/[C@@H]2C[C@H](O)C[C@H]2[C@H](O)/C=C/C(=O)O1
    1&-6	-3.1&-3.4	-2.9&-2.6	-1&-6	-0.9&0.6	2&8	-10&-8	-2.2&-2.0	-8.9&-8.4	4.4*	-1.3&-5.5
53	COc1ccn(C)c(=O)c1C#N
    -20	0.6	-2.1	0	-0.1	-3	0	-1.3	0.1	1.3	1.4
54	CN1CCN(C(=S)SCC(=O)Nc2ccc(Cl)cc2C(=O)c2ccccc2)CC1
    -3	-2.7	-2.8	3	0.8	-5	-6	-0.8	-3.5	-1.0	-1.4

An excerpt; count on the stated rates, not on these rows.
